# All columns: NCI-60 one-dose screen, growth in % after 48 h at 10 µM unless noted; 100 = growth as untreated, 0 = no growth, -100 = all killed.
# MDA-MB-435: MDA-MB-435 melanoma; AID 1794794; 82,000 tested, 7.8% active
# MDA-MB-468: MDA-MB-468 breast cancer; 78,000 tested, 8.5% active; AID 2202374
# SR: SR leukemia cells | 73,000 tested, 8.7% active
# K-562: K-562 leukemia | 78,000 tested, 7.4% active
# MDA-MB-231: MDA-MB-231 breast cancer. AID 1794789. 81,000 tested, 5% active
# CCRF-CEM: CCRF-CEM leukemia; 77,000 tested, 7% active; AID 1794778
# MOLT-4: MOLT-4 leukemia cells. 80,000 tested, 6.9% active
# RPMI-8226: RPMI-8226 leukemia cells. 77,000 tested, 7.5% active. AID 1794781
# The depositor's hits bear a star; . = no result given; & = joins results of further samples. The calls were made as follows: active = growth percent below 10; inactive = the rest.
# Every second line gives: MDA-MB-435, MDA-MB-468, SR, K-562, MDA-MB-231, CCRF-CEM, MOLT-4, RPMI-8226
> Nc1nc2c(c(=O)[nH]1)C(c1ccc(F)cc1)C=C(C(=O)O)N2 (configuration not stated)
    96.4, 103.7, 94.8, 99.8, 129.6, ., 108.0, 99.0
> CC(C)CCC[C@@H](C)[C@H]1CC[C@H]2[C@@H]3C=CC4=CC=CC[C@]4(C)[C@H]3CC[C@]12C
    97.3, 103.8, ., 92.6, 103.0, 73.2, 78.0, 87.3
> Brc1ccc(C2CC(n3nnnc3-c3ccccc3)=NN2)cc1 (configuration not stated)
    113.3, 100.0, ., 88.7, 106.8, 101.9, 95.1, 96.4
> O=C1CCC(=O)N1O
    100.7, 110.6, ., ., 107.8, 96.1, ., 104.8
> O=c1c2c3c(sc2n2c(CN4CCN(c5ccc(Cl)cc5)CC4)nnc2n1Cc1ccccc1)CCCC3
    104.8, 110.5, 106.3, 105.7, 98.7, 105.0, 95.0, 97.3
> COC(=O)/C(=N\Nc1nc(=S)[nH]n1N)C(C#N)c1ccccc1 (configuration not stated)
    103.7, 101.1, 102.2, 107.5, 98.6, 101.6, 96.4, 98.3
> Cc1ccc(/C=C2\CN(C(=O)OC(C)(C)C)C/C(=C\c3ccc(C)cc3C)C2=O)c(C)c1
    101.6, 74.2, ., 64.3, 89.4, 69.4, 77.6, 24.9
> C/C(=N/NC(N)=S)c1sc(Nc2cccc(O)c2)nc1C
    94.5, 79.4, 88.1, 104.0, 77.3, 94.9, 94.9, 100.2
> c1ccc(C2CN3CCSC3=N2)cc1 (configuration not stated)
    103.1&127.0&100.6&103.7, 109.2&122.3&101.5&106.9, 96.2, 124.6&120.4&100.5&98.1, 100.3&105.6&113.3&115.1, 99.1&99.2&101.6&104.2, 95.8&104.8&95.7&90.0, 104.5&105.2&112.0&109.9
> CCOc1ccc(Cn2c(-c3nonc3N)nc3ccccc32)cc1OCC
    76.9, 82.5, 90.2, 81.3, 74.5, 97.2, 91.3, 86.7
> Cc1ccc(/C=C2\CN(C(=O)OC(C)(C)C)C/C(=C\c3ccc(C)cc3)C2=O)cc1
    -44.4*, 56.2, -13.1*, 3.5*, 88.3, 3.0*, 34.7, -25.8*
> CC(CC=O)CC=O
    97.6, 84.7, 75.5, 90.6, 115.2, 93.1, 83.0, .
> O=C(OC[C@H]1O[C@H](OC(=O)c2cc(O)c(O)c(OC(=O)c3cc(O)c(O)c(O)c3)c2)[C@H](OC(=O)c2cc(O)c(O)c(OC(=O)c3cc(O)c(O)c(O)c3)c2)[C@@H](OC(=O)c2cc(O)c(O)c(OC(=O)c3cc(O)c(O)c(O)c3)c2)[C@@H]1OC(=O)c1cc(O)c(O)c(OC(=O)c2cc(O)c(O)c(O)c2)c1)c1cc(O)c(O)c(OC(=O)c2cc(O)c(O)c(O)c2)c1
    8.2*, 54.1, ., 31.5, 23.5, 24.0, 26.3, 34.9
> Cc1ccc(Nc2n[nH]c(=S)s2)c(C)c1
    100.4, 102.1, 93.2, 89.8, 114.9, 98.7, 84.0, 99.2
> COc1cc(NS(=O)(=O)c2ccc(NC3=C(Cl)C(=O)c4nc(C)ccc4C3=O)cc2)ncn1
    80.4, 64.6, 115.1, 85.0, 82.7, 97.3, 99.0, 102.2
> Cc1ccc2c(c1)C(=O)/C(=C/c1cccc(OCC(=O)c3ccc(Cl)cc3)c1)CS2
    65.3, ., 9.1*, 29.2, 61.9, -2.6*, 19.1, -27.0*
> O=[N+]([O-])c1c(F)cc(F)cc1F
    105.4, 96.7, 101.5, 103.5, 94.0, 103.3, 110.7, 103.5
> O=C(CCCCl)Nc1nc(-c2ccccc2)nc2c1sc(=S)n2-c1ccccc1
    99.4, 105.3, 79.0, 90.6, 90.0, ., 93.4, 113.1
> CC(C)(c1ccccc1)c1cc(O)c(C(C)(C)c2ccccc2)cc1O
    35.1, 26.4, 18.5, 13.0, -1.4*, 15.3, -17.8*, 9.7*
> N#CC1=C(c2ccccc2)Nc2c(c(-c3ccc(Cl)cc3)nn2-c2ccccc2)C12C(=O)Nc1ccc(Cl)cc12 (configuration not stated)
    45.3, 70.0, 53.9, 65.9, 58.8, 61.4, 52.5, 47.4
> FC(F)(F)c1cccc(Oc2ccc(Nc3ncnc4ccc(OCCCN5CCOCC5)cc34)cc2Cl)c1
    43.2, 5.7*, 10.4, 1.8*, 22.4, -16.4*, 34.3, 32.0
> CC(=O)c1c(F)ccc2ccccc12
    108.8, 103.6, 82.2, 99.6, 120.9, ., 91.9, 104.7
> Cc1ccc(C(SCCNCc2cc(N(C)C)ccn2)(c2ccccc2)c2ccccc2)cc1
    -75.4*, -69.5*, -45.1*, -42.7*, -56.9*, -3.6*, 8.0*, -54.6*
> CCOC(=O)CNC(=O)CN(CC(=O)OC)C(=O)[C@@]1(C)CCC[C@]2(C)[C@H]3C[C@H]4C(C(C)C)=C[C@]3(CC[C@H]21)[C@@H]1C(=O)CCC(=O)[C@@H]14
    102.7, 100.8, 73.1, 94.6, 91.4, 95.8, 80.9, 84.3
> O=C(CCCCCCC(=O)c1ccccc1)c1ccccc1
    106.3, 103.8, 108.7, 91.3, 100.3, 98.3, 108.0, 105.2
> COc1ccc(S(=O)(=O)N2CCN(C)CC2)cc1NC(=O)c1[nH]c(C)c2c1CCCCC2=O
    42.1, 39.8, 58.2, 46.9, 51.1, 75.5, 81.4, 32.6
> C/C(=N/O)c1ccc(N2C(=O)c3ccc(C(=O)O)cc3C2=O)cc1
    102.2, 94.7, 102.8, 97.8, 105.2, 100.6, 101.9, 101.8
> C=CCOC(=O)C1=C(C)NC2=C(C(=O)CC(C)(C)C2)C1c1ccc(F)cc1 (configuration not stated)
    100.7, 92.3, 92.8, 87.1, 106.8, 89.0, 72.5, .
> COc1cc([N+](=O)[O-])c2ncccc2c1
    112.5, 88.9, 89.6, 100.9, 103.0, 96.3, 91.2, 106.1
> Clc1ccc2c(Cl)ccnc2c1
    105.3, 105.1, 104.3, 111.0, 106.8, 110.0, 111.1, 103.6

# Overlap with the part before: 2 compounds; new compounds follow.
# Every second line gives: MDA-MB-435, MDA-MB-468, SR, K-562, MDA-MB-231, CCRF-CEM, MOLT-4, RPMI-8226
> COc1cc([N+](=O)[O-])c2ncccc2c1
    112.5, 88.9, 89.6, 100.9, 103.0, 96.3, 91.2, 106.1
> Clc1ccc2c(Cl)ccnc2c1
    105.3, 105.1, 104.3, 111.0, 106.8, 110.0, 111.1, 103.6
> CCc1c(Cl)nc(N)nc1Nc1ccccc1Cl
    102.8, 99.3, 84.7, ., 101.3, 90.7, 85.4, 99.5
> NC(=S)N1CCCC1
    97.5, 96.7, 105.3, 103.9, 109.5, 96.9, 101.0, 102.2
> C[C@H]1[C@H](C)CC[C@]2(C(=O)NCC(=O)OCC#CCN3CCN(C)CC3)CC[C@]3(C)C(=CC[C@@H]4[C@@]5(C)CCC(=O)C(C)(C)[C@@H]5CC[C@]43C)[C@H]12
    100.8, 92.1, ., 76.0, 101.4, 67.8, 80.2, 84.0
> O=Cc1cc2ccccc2nc1Nc1nc2ccccc2s1
    98.3, 82.2, 101.9, 110.2, 90.3, 107.7, 107.7, 110.9
> CCOc1cc(C(=O)Nc2ccc(Cl)cn2)cc(OCC)c1OCC
    91.8, 81.9, ., 99.0, 98.6, 86.9, 97.3, 91.8
> Cc1cc2c(-c3nc4cc(C(F)(F)F)ccn4c3NC3CCCCC3)c(O)c(O)cc2c(O)c1-c1c(C)cc2c(-c3nc4cc(C(F)(F)F)ccn4c3NC3CCCCC3)c(O)c(O)cc2c1O
    80.5, 76.9, 74.5, 106.7, 45.6, 61.7, 87.5, 99.2
> Sc1ccc(Br)cc1
    113.4, 103.1, 87.4, 110.7, 96.9, 113.4, 99.3, 97.2
> CC(O)(c1ccc(Cl)cc1)C(CN1CCCCC1)c1ccccc1 (configuration not stated)
    102.3, 57.4, 57.9, 59.6, 98.1, 75.9, 79.8, 61.7
> CCc1ccc(C2CC(c3cccc(O)c3)=NN2c2ccc(S(N)(=O)=O)cc2)cc1 (configuration not stated)
    89.5, 94.8, 68.7, 63.1, 65.7, 75.3, 55.1, 48.4
> COc1ccc(/C=N/Nc2nc(-c3ccc(F)cc3)c(C#N)c(N3CCOCC3)n2)cc1O
    96.6, 55.6, 24.6, 79.8, 89.7, 57.8, 60.5, 61.3
> Cc1ccc(-n2cnc3c(NC(=O)Nc4ccccc4)ncnc32)c(-n2nc(C)cc2C)c1
    93.2, 87.0, 106.1, 92.8, 106.2, 105.1, 104.9, 100.8
> O=C(NC1C(O)c2ccccc2N2C(=O)CCC12O)c1cnco1 (configuration not stated)
    106.3, 109.2, 93.3, 92.3, 99.6, 95.8, 97.3, 94.2
> CC(=O)N1CCN(CCNC(=O)n2cc(-c3ccncc3)c(-c3cc(O)cc(Cl)c3)n2)CC1
    49.3, 32.4, 16.7, 53.5, 82.5, 71.6, 67.3, 44.9
> COc1cc(C(=O)/C=C/c2c(-c3cccs3)nc3sc(C)cn23)cc(OC)c1OC
    -15.1*, -4.3*, 4.8*, 7.4*, 43.3, 19.5, -2.5*, 2.2*
> Cc1ccc(S(=O)(=O)n2cnc(NS(=O)(=O)c3cc(C)c(Cl)cc3SCc3ccccc3)n2)cc1
    108.0, 171.1, 98.8, 99.8, 94.7, 100.8, 98.7, 95.4
> O=C1/C(=C/c2ccc([N+](=O)[O-])o2)Oc2ccccc21
    -70.9*, -50.9*, 9.4*, 1.2*, -17.3*, -1.9*, ., -0.7*
> COc1cc(C)c(C(O)(c2ccccc2)c2ccccc2)cc1C(C)C
    101.9, 96.1, 101.5, 110.6, 87.5, 104.1, 94.5, 88.0
> NS(=O)(=O)c1ccc(-n2cc(-c3cccc(NC(=O)c4cc(F)cc(F)c4)c3)nn2)cc1
    107.6, 104.8, ., ., 113.9, 116.5, ., 118.6
> C/C(=N/NC(N)=S)c1ccncc1
    109.3, 96.2, 110.4, 113.1, 90.1, 97.1, 117.2, 100.4
> COc1ccc(COC2CCC(=O)N2)cc1O (configuration not stated)
    101.7, 123.4, 94.5, 99.8, 108.8, 102.8, 100.4, 114.0
> Cn1c(=O)c(C#N)c(-c2ccccc2)n2c(SCC(=O)c3ccccc3)nnc12
    116.2, ., 89.9, 111.6, 133.1, 120.3, 115.5, 108.4
> O=C(Nc1ccc(Oc2ccccc2)cc1)Nc1ccc2c(ccn2C(=O)c2cccc(F)c2)c1
    83.3, 89.5, 71.5, 91.0, 97.1, 83.0, 79.9, 87.0
> CCCCC[C@H](OC)c1ccccc1[C@@H]1O[C@@H](CCCC(=O)OC)[C@H](O)[C@H]1O
    109.9, 86.1, 97.1, 106.1, 103.2, 104.4, 111.9, 99.4
> CC1(C)CC(=O)C(N=Nc2c(C(=O)O)ccc3c2C(=O)c2ccccc2C3=O)=C(O)C1
    106.7, 105.8, 120.8, 103.3, 90.0, 109.0, 114.4, 114.1
> O=C(O)c1cccc(Cl)n1
    104.6, 69.0, 98.7, 95.6, 103.8, 102.9, 102.5, 102.9
> N/C(=N/N=C/c1cc(Br)cc(Br)c1O)NO
    102.7, 101.4, ., 108.2, 105.0, 99.5, 102.8, 110.1
> OCc1c[nH]c2ccccc12
    101.2, 102.7, 98.6, 93.9, 71.6, 107.3, 94.9, 93.9
> CSCC[C@H](NC(=O)[C@H](Cc1c[nH]c2ccccc12)NC(=O)[C@H](C)NC(=O)OC(C)(C)C)C(=O)N[C@@H](CC(=O)O)C(=O)N[C@@H](Cc1ccccc1)C(N)=O
    100.0, 105.7, 96.6, 97.3, 91.5, 99.1, 97.2, 110.4
> CCOC(=O)/C=C\C(OCC)OCC
    110.1, 107.9, 96.9, 106.8, 104.5, 98.2, 115.5, 105.0
> CNC(=O)c1nc(Nc2ccc(NC(=O)Nc3ccc(Cl)cc3)cc2)c2ccccc2n1
    107.7, 98.7, 90.4, 92.1, 98.1, 82.4, 97.3, 96.1

# An excerpt from above, showing only MDA-MB-231 and MOLT-4:
SMILES,MDA-MB-231,MOLT-4
Nc1nc2c(c(=O)[nH]1)C(c1ccc(F)cc1)C=C(C(=O)O)N2 (configuration not stated),129.6,108.0
CC(C)CCC[C@@H](C)[C@H]1CC[C@H]2[C@@H]3C=CC4=CC=CC[C@]4(C)[C@H]3CC[C@]12C,103.0,78.0
Brc1ccc(C2CC(n3nnnc3-c3ccccc3)=NN2)cc1 (configuration not stated),106.8,95.1
O=C1CCC(=O)N1O,107.8,.

# Next section.
# Every second line gives: MDA-MB-435, MDA-MB-468, SR, K-562, MDA-MB-231, CCRF-CEM, MOLT-4, RPMI-8226
> CC1COS(=O)(=O)C1 (configuration not stated)
    107.1, 103.9, 81.9, 100.6, 109.0, ., 95.0, 103.9
> CCCCCN1C=C/C(=C\C(=O)N(C)c2cccc(Br)c2)c2ccccc21
    106.4, 101.1, 102.3, 103.2, 104.0, 105.3, 102.3, 107.8
> COc1ccc(-c2cnc3nonc3n2)c(OC)c1
    108.5, 103.2, 97.3, 76.2, 111.3, 95.5, 94.0, .
> COc1ccc2[nH]cc(-c3nc(-c4cn(C)c5ccncc45)cs3)c2c1
    64.7, 102.1, -11.2*, -26.3*, -61.7*, -20.3*, 63.0, -40.3*
> CCOC(=O)C(C(=O)OCC)(c1ccccc1)C1CCCC1
    98.0, 109.5, ., 97.4, 106.5, 106.9, 100.4, 101.9
> COc1ccc2[nH]c(O)c(N=NC(=O)c3cc(-c4ccc(C)cc4)nc4ccccc34)c2c1
    95.4, 76.2, ., ., 98.3, 52.1, ., 76.4
> COc1ccc(COc2ccc(/C=C3/C(=O)Nc4cc(Cl)ccc43)cc2)cc1
    97.6, 93.4, 109.4, 113.5, 91.2, 6.1*, 107.9, 89.9
> N#CC1=C(N)Oc2c(ccc(O)c2O)C1c1c[nH]c2ccccc12 (configuration not stated)
    92.8, 51.3, 73.8, 69.1, 65.1, ., 59.8, 69.8
> CCCC1OC(c2ccc(OC)cc2)OCC1CC (configuration not stated)
    105.2, ., ., 106.9, 111.2, 94.6, 115.4, 97.7
